# Chronic BCR inh: qHTS Assay to Find Inhibitors of Chronic Active B-Cell Receptor Signaling; actives 0.05% (n = 340,000); ABC-DLBCL IkBa-CBG/CBR reporter, luminescence ratio, 4 h; Potency, µM (highest dose often 46.1 µM), inactives show top-dose ratio change, negative = lower green/red ratio, actives largely listed as inhibitors; active = well fitted inhibition curve with a large enough effect in the signal ratio, with a control signal flat, not every such curve was filed as active; inconclusive = small, poorly fitted or top-dose-only effect, or effect the other way, or a change in a side signal; the % refers to the signal ratio;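 also: potency is read from the fitted curve at half-maximal effect; plate controls were basal doxycycline-induced cells for no effect and cells given 10 µM MG132 for full effect; MG132 reads +100%, hits lower the ratio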
#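 Doxycycline induced both beetle luciferases in TMD8 lymphoma cells; IKK-driven degradation limits the IkappaBalpha-fused green signal, while red luminescence normalises for cell number and nonspecific effects. Compounds tested up to 46 uM, 4 hrs.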
# Coupling enz: qHTS Assay for Inhibitors of Fructose-1,6-bisphosphate Aldolase from Giardia Lamblia: Coupling assay counterscreen. coupling enzyme system counterscreen, AmpLite Red fluorescence. AID 2472, 2010. actives 0.67% (n = 290,000). activity change, negative = inhibition, % at 58.2 µM, hits read low; in the data active = activity change below about -30%; also: % is scaled to controls: 0 for no effect and ±100 for the full control effect
#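 Compounds tested against the coupling enzymes alone at 57.5 uM final; readout was AmpLite Red fluorescence (525/598 nm) after 20 min at RT.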
# Integrin act MD: qHTS for Activators of Integrin-Mediated Alleviation for Muscular Dystrophy; alpha7betagal myoblasts, beta-gal FDG fluorescence, 48 h; Potency, µM (highest dose often 38.3 µM), inactives show at the top dose activation, hits mostly activators; actives 0.064% (n = 350,000); AID 624291, 2012;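 also: potency is read from the fitted curve at half-maximal effect; 100% = response of the positive control SU9516; nearly all actives have a fitted effect of over 60% in size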
#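 Alpha7betagal+/- myoblasts (passage 13) were plated 16-24 hr, then exposed to compounds (1:260 dilution of DMSO stock) for 48 hours at 37C. After MPER lysis, β-galactosidase reporter activity was read as FDG fluorescence (ex 480/em 540) after 30 minutes.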
# Giardia kill: Small Molecules that selectively kill Giardia lamblia: qHTS. actives 0.15% (n = 340,000). Giardia lamblia trophozoite viability. activity change, % at 7.66 µM, hits read low; in the data active = activity change below about -80%; inconclusive = between about -30% and that limit;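 also: parasites exposed to compound for two days anaerobically before the ATP read; % is scaled to controls: 0 for no effect and ±100 for the full control effect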
#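 Media and compound were dispensed first, then trophozoites at 100 cells/well; plates sat 48 hrs at 37 deg C without oxygen before ATP luminescence reagent was added and read after 15-30 min at room temperature.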
# ASM inhibitor: Inhibitors of Secretory Acid Sphingomyelinase (S-ASM): qHTS | Potency, µM (top dose mostly 57.5 µM), for the others: top-dose activity change, negative = inhibition, usual class: inhibitors | actives 0.006% (n = 340,000) | Sphingomyelin phosphodiesterase (Homo sapiens), P17405 | placental ASM, HMU-PC fluorogenic substrate, 60 min; also: potency is read from the fitted curve at half-maximal effect
# Target sequence (P17405 47-631 limits assumed): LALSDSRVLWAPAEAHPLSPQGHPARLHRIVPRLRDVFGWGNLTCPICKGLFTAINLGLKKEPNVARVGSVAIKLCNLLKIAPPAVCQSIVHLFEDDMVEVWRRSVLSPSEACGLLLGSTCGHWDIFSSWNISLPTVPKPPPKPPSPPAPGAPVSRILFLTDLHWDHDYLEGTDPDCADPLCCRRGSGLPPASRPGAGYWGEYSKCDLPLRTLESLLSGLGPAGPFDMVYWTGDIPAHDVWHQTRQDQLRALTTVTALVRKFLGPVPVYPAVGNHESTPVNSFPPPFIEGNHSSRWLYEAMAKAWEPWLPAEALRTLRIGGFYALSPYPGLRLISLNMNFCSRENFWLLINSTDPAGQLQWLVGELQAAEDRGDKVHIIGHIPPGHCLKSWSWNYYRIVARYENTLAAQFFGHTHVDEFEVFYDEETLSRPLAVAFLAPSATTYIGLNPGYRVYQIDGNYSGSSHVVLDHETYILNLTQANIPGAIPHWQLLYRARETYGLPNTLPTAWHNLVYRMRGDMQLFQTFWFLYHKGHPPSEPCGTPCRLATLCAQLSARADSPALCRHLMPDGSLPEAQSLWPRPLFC
#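 HMU-PC0 cleavage (9 uM final) by human placental ASM, 60 min at 37 °C following 10 min compound exposure at RT; stopped at pH 10, fluorescence Ex 386/Em 447 nm.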
# Menin-MLL TR inh: qHTS Assay for Inhibitors Targeting the Menin-MLL Interaction in MLL Related Leukemias: Competition With Texas Red Labeled MLL-derived Mutant Peptide; O00255; Menin + Texas Red MLL mutant peptide, fluorescence polarization; Potency, µM (top dose mostly 61.6 µM), without a hit: top-dose FP activity change, negative = inhibition, usual class: inhibitors; actives 0.23% (n = 270,000); AID 1768, 2009; active = well fitted inhibition curve with a large enough effect in the polarisation, with a control signal flat, not every such curve was filed as active; inconclusive = small, poorly fitted or top-dose-only effect, or effect the other way, or a change in a side signal; inactive = no such curve, though single readings can be large or run the other way; the % refers to the polarisation; also: potency is read from the fitted curve at half-maximal effect; % of control where 0% means no effect; many of its hits are not listed in these tables
# B2AR arrestin: qHTS assay of beta-arrestin-biased ligands of beta2-adrenergic receptor | beta-arrestin recruitment to beta2AR, cell-based reporter | Potency, µM (doses to about 46.1 µM), for the others: top-dose activation, usual class: activators | actives 0.02% (n = 330,000);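 also: potency is read from the fitted curve at half-maximal effect; 0% = DMSO controls and full agonism = EC100 isoproterenol or metaproterenol; nearly all actives have a fitted effect of over 65% in size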
# GALK inh: qHTS Assay for Inhibitors of Human Galactokinase (GALK). P51570. Purified GALK, Kinase-Glo residual ATP luminescence. Potency, µM (top dose mostly 57.5 µM), for the others: at the top dose activity change, negative = inhibition, hits mostly inhibitors. actives 0.007% (n = 270,000). AID 1868, 2009; also: potency is read from the fitted curve at half-maximal effect; % is scaled to controls: 0 for no effect and ±100 for the full control effect
#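 ATP-depletion format; final 35 uM ATP, 100 uM D-galactose, 5 nM enzyme; pH 8.0 HEPES/Mg2+ buffer; 60 min RT; luminescence read 10 min after detection reagent.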
# Tb PFK block: qHTS Assay to Find Inhibitors of T. brucei phosphofructokinase | ATP-dependent 6-phosphofructokinase (Trypanosoma brucei brucei), O15648 | T. brucei PFK, ADP-Glo luminescence | Potency, µM (highest dose often 57.5 µM), for inactives: top-dose activity, negative = inhibition, actives largely listed as inhibitors | actives 0.17% (n = 330,000) | AID 485367, 2010;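 also: potency is read from the fitted curve at half-maximal effect; 0% = uninhibited 1x PFK enzyme wells and -100% = no-enzyme wells; nearly all actives have a fitted effect of over 60% in size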
#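 ADP-Glo luminescence quantified ADP after 45 min at room temperature, with 1.25 nM T. brucei PFK, 0.1 mM ATP and 0.5 mM fructose-6-phosphate in pH 8.0 TEA buffer. qHTS titrations up to 57 µM; curves classified by quality.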
# PKM2 act: qHTS Assay for Activators of Human Muscle isoform 2 Pyruvate Kinase | Pyruvate kinase PKM (Homo sapiens), P14618 | purified PKM2, Kinase-Glo ATP luminescence, activation; response scale: 0% is enzyme alone, no compound | Potency, µM (doses to about 57.5 µM), for the others: top-dose activation, hits mostly activators | actives 0.34% (n = 260,000) | AID 1631, 2009; also: potency is read from the fitted curve at half-maximal effect; % is scaled to controls: 0 for no effect and ±100 for the full control effect; nearly all actives have a fitted effect of over 55% in size
# Target sequence (P14618 whole entry, looked up, canonical isoform): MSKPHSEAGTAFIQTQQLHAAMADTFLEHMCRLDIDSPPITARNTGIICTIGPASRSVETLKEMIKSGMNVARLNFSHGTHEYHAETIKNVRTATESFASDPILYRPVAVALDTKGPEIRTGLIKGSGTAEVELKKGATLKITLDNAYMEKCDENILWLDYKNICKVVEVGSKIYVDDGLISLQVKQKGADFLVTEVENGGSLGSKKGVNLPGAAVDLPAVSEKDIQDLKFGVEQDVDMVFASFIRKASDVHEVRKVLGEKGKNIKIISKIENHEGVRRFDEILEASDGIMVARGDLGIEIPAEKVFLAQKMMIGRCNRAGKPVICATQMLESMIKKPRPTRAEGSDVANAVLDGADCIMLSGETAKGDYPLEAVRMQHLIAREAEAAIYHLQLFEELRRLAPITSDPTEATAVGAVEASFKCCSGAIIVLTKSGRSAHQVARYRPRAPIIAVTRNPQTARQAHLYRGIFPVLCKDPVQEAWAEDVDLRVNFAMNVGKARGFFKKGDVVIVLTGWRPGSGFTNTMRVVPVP
#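 hPK-M2, >95% pure; 0.1 mM ADP / 0.5 mM PEP final; imidazole pH7.2 buffer w/ 7 mM MgCl2, 50 mM KCl; 1 h RT; Kinase-Glo lum. Intermediate enzyme activity for dual inhibitor/activator qHTS.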
# TSG101-PTAP inh: qHTS Assay for Iinhibitors of HIV-1 Budding by Blocking the Interaction of PTAP/TSG101. Tumor susceptibility gene 101 protein (Homo sapiens), Q99816. Fluorescence polarization, FITC-PTAP peptide / Tsg101 binding. Potency, µM (titrated, usually from 115 µM), without a hit: at the top dose activity change, negative = inhibition, hits mostly inhibitors. 340,000 tested, under 10 active. AID 493005, 2010; active = well fitted inhibition curve with a large enough effect in the main read-out, with a control signal flat, not every such curve was filed as active; inconclusive = small, poorly fitted or top-dose-only effect, or effect the other way, or a change in a side signal; inactive = no such curve, though single readings can be large or run the other way; also: potency is read from the fitted curve at half-maximal effect; % of control where 0% means no effect
#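 Steps: Tsg101 binding domain dispensed (10 uM final), compounds pinned in DMSO, FITC-labeled PTAP-motif peptide added (50 nM final); after 20 min binding at room temperature, polarization measured.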
# Active calls of the source: *; ? = inconclusive; / = no result given; & = joins results of further samples; [ ] = remark or other dose. Unless noted, calls follow the shape of the dose curve; as a rule, active = well fitted curve in the direction sought with a large enough effect; inconclusive = small, poorly fitted or top-dose-only effect, or another doubt; inactive = no such curve, though single readings can be large; an effect the other way counts as inactive or inconclusive. Not all compounds are listed; the hit share may differ from the screen's.
SMILES,Chronic BCR inh,Coupling enz,Integrin act MD,Giardia kill,ASM inhibitor,Menin-MLL TR inh,B2AR arrestin,GALK inh,Tb PFK block,PKM2 act,TSG101-PTAP inh
Cc1ccc(NC(=O)NCCSc2ccc(C)cc2)cc1,?,0.4,0.0%,-5.4,-2.2%,15.3%,-0.1%,2.1%,-1.4%,4.3%,0.8%
CCCNC(=O)CCC(NS(=O)(=O)c1ccc(C)cc1)C(=O)NCCC (stereo unspecified),-2.4%,0.3,-12.0%,10.2,1.8%,-12.3%,-0.1%,-1.4%,-9.4%,-1.0%,-8.4%
COc1ccc(NC(=O)CN(C)C(=O)/C=C/c2ccc(OCc3ccccc3)cc2)cc1,?,0.5,-311.6%[inhibitor],6.6,-4.9%,-17.7%,-0.1%,-1.2%,3.9%,/,-0.4%
CCCCC(=O)Nc1nnc(SCC(=O)NC2CCCC2)s1,0.5%,2.8,0.3%,9.7,1.5%,6.3%,-0.7%,/,2.3%,0.4%,-6.2%
O=C(OCC(=O)c1cccc2ccccc12)c1ccc(CO)cc1,-5.8%,-6.8,12.0%,-3.6,-4.0%,28.9%,3.2%,-2.2%,-0.4%,-0.9%,-0.5%
CCOc1cc(CN2CCN(Cc3ccc(C)o3)C(CCO)C2)ccc1OC (stereo unspecified),0.0%,4.9,7.3%,19.4,0.3%,-1.0%,-0.4%,0.8%,1.1%,-19.1%,2.2%
CCSC1=C(C#N)C(CC(C)C)C2=C(CCCC2=O)N1 (stereo unspecified),6.8%,-0.6,0.0%,-13.1,49.7%[activator],/,-0.2%,-0.4%,-8.0%,-2.8%,1.6%
C[C@H](NC(=O)C1CC(=O)N(c2ccc(F)cc2)C1)C(=O)N1CCCCC1 (stereo partly specified),10.1%,0.2,19.0%,-11.5,1.0%,1.7%,-0.7%,3.3%,-3.6%,/,-13.1%
Cc1oc2ccc(OCC(N)=O)cc2c1C(=O)OC(C)C,-1.2%,-1.9,7.5%,42.2[activator],-1.9%,-16.4%,-0.1%,-0.1%,-0.8%,1.3%,-1.9%
COc1ccc(NC(=O)Cn2cnc3c(cnn3-c3ccc(C)c(C)c3)c2=O)c(OC)c1,-1.7%,1.7,-11.0%,-18.0,-2.2%,-4.8%,0.5%,-1.9%,0.3%,-4.9%,1.3%
CCOc1ccc(CC(=O)NNC(=S)NC)cc1,4.0%,-1.6,1.3%,-1.0,0.4%,/,0.0%,3.4%,-10.7%,2.7%,-1.8%
C#CCOCCOCCOCCNc1nc(N2CCOCC2)nc(N2CCN(C(=O)[C@H](CCCCN)n3cc(CN)nn3)CC2)n1,2.5%,/,18.8%,0.5,3.7%,/,-0.3%,/,11.1%,/,-0.6%
CCC(=O)Nc1ccc(Cl)c(NC(=S)NC(=O)COc2ccc(Cl)cc2)c1,-2.5%,3.1,-7.3%,6.6,-6.5%,?,-0.6%,1.2%,1.3%,3.8%,-0.9%
O=C(Nc1ccccc1Cl)NC1(C(=O)NCc2cccnc2)CCCCC1,0.4%,2.7,-31.7%,21.0,-0.7%,?,0.1%,-1.9%,-0.7%,-9.0%,0.5%
CCOC(=O)C1CCN(C(=O)COc2ccc(Cl)cc2)CC1,?,/,5.3%,-4.4,-0.8%,-13.2%,-0.2%,0.8%,-2.9%,-6.5%,-0.9%
Cc1cccc(N(C)S(=O)(=O)c2c[nH]c3ccc([N+](=O)[O-])cc23)c1,-0.2%,/,?,-15.4,-4.8%,/,0.0%,1.5%,0.8%,/,-4.4%
COc1cccc(NC(=O)N2CCC(NC(=O)c3ccco3)CC2)c1,-0.1%,3.1,11.3%,7.7,-2.6%,2.3%,-0.7%,1.5%,0.3%,-1.1%,-6.2%
CC(=O)Nc1ccc(S(=O)(=O)N2CCN(C(=O)c3cccnc3)CC2)cc1,-1.1%,0.1,0.0%,-9.8,2.5%,-14.8%,-0.1%,0.6%,-1.1%,-1.5%,-6.6%
COc1ccc(C2NC(=O)NC(C)=C2C(=O)OCc2ccc3c(c2)OCO3)cc1OC (stereo unspecified),-2.9%,1.9,17.3%,?,0.3%,1.0%,-0.3%,-4.1%,-3.8%,-18.3%,-3.4%
O=C1CCC(C(=O)OC(C(=O)Nc2ccc([N+](=O)[O-])cc2Br)c2ccccc2)=NN1 (stereo unspecified),0.8%,/,-0.2%,37.0[activator],-6.1%,/,2.6%,/,?,/,-0.2%
O=C(NCCC(=O)N1CCN(Cc2c(F)cccc2Cl)CC1)c1ccc(Cl)cc1,-9.4%,/,3.0%,16.1,-3.7%,/,5.5%,/,-6.2%,/,-1.2%
CCc1ccc(N(CC(=O)Nc2nc3ccc(C)cc3s2)S(=O)(=O)c2c(C)noc2C)cc1,?,-3.6,-50.3%[inhibitor],-5.1,-12.0%,-16.6%,0.3%,0.5%,-1.5%,-9.1%,-7.7%
O=C(Nc1ccc(-c2csc(Nc3ccc(Cl)cc3)n2)cc1)c1cc([N+](=O)[O-])cc(C(F)(F)F)c1,?,-0.7,-8.6%,-1.6,0.6%,/,-0.8%,0.5%,-1.0%,-0.8%,/
Cc1nn(-c2ccccc2)c(C)c1/C=C/C(=O)OCC(=O)Nc1ccc(C(N)=O)cc1,2.4%,/,-0.1%,-2.0,-5.2%,/,-0.9%,/,3.8%,/,-0.2%
O=C(CN1C(=O)NC2(CCc3ccccc32)C1=O)c1ccc2c(c1)OCCO2 (stereo unspecified),-0.1%,3.3,-34.9%,24.3,0.8%,-21.1%,0.1%,-3.8%,17.9%,0.0%,-8.2%
COc1cc(OC)c(-c2nnc(-c3ccc(OC)c(OC)c3OC)o2)cc1OC,-6.4%,-5.3,-15.1%,9.5,29.0%,-10.9%,0.3%,-1.4%,-0.5%,-8.2%,-0.3%
O=C(O)CC12CC3CC(C1)CC(n1ncc(NCc4ccc(F)cc4)c(Cl)c1=O)(C3)C2,?,2.5,-9.8%,-3.3,-2.3%,/,-0.9%,-3.5%,-0.2%,-2.7%,-5.3%
COC(=O)C1=C(C)NC(=O)C1(NC(=O)c1cccnc1)C(F)(F)F (stereo unspecified),-0.4%,4.7,-11.3%,-6.9,2.5%,7.4%,-0.9%,-1.6%,1.6%,-16.1%,-0.5%
CC(=O)Nc1cccc(NC(=O)COC(=O)C2CC3CCCC(C2)C3=O)c1 (stereo unspecified),6.7%,/,-16.1%,-2.4,2.8%,/,0.2%,0.4%,-3.5%,4.7%,-2.9%
O=C(Nc1ccc(NC(=O)C23CC4CC(CC(C4)C2)C3)cc1)c1cc(F)c(F)cc1Cl,0.0%,-1.3,-9.8%,-6.6,0.7%,-11.3%,-0.8%,-2.3%,0.0%,-1.5%,-3.7%
O=C(NC(Cc1c[nH]c2ccccc12)c1nnc2n1CCCCC2)c1cccs1 (stereo unspecified),0.2%,-0.8,-1.1%,6.7,1.8%,2.3%,0.0%,3.3%,-0.1%,2.8%,-5.5%
CCc1cccc2c(C(=O)COC(=O)c3ccc([N+](=O)[O-])s3)c[nH]c12,1.5%,-4.4,-38.6%,6.8,-28.1%,?,-0.5%,-1.9%,-0.5%,3.2%,-2.8%
CC1CCCC(NC(=O)COC(=O)c2ccc(N(C)C)cc2)C1C (stereo unspecified),3.5%,0.6,0.3%,-5.5,-4.4%,-12.5%,0.2%,-4.5%,-2.0%,-0.3%,-0.1%
O=C(O)c1cc(-c2ccc3c(c2)OCO3)nc2ccc(Cl)cc12,?,/,17.9%,-7.8,42.3%[activator],/,-0.3%,-10.2%,0.0%,-0.3%,-5.1%
COC(=O)[C@@H]1C[C@@]2(O)[C@@H](O)[C@@H](O)[C@@H](O)C[C@H]2N1Cc1ccc(Cl)cc1,-0.3%,-3.6&-1.0,-16.1%,-3.5,3.5%,11.2%,-0.2%,-2.9%,0.8%,-1.8%&-16.6%,-3.2%

# Bioassay records deposited in PubChem BioAssay by National Center for Advancing Translational Sciences (NCATS).
